# TDP1 cell noCPT = qHTS for Inhibitors of human tyrosyl-DNA phosphodiesterase 1 (TDP1): qHTS in cells in absence of CPT; Potency, µM (titrated, usually from 46.2 µM), for the others: at the top dose activity change, negative = growth inhibition, most hits filed as inhibitors; DT40 Tdp1-/- hTDP1 cells, no CPT, ATP luminescence, 48 h; 420,000 compounds, 15% hits; also: nearly all actives have a fitted effect of over 55% in size
#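 Camptothecin absent (DMSO only). Human TDP1-complemented DT40 knockout cells, 400 cells/well, 37 °C for minimum 48 hr; ATP measured via CellTiter-Glo, 30 min dark incubation, luminescence.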
# DT40 TDP1 CPT = growth inhibition of DT40 Tdp1-/-;hTDP1 cells with camptothecin (screen for TDP1 inhibitors); AID 686979; chicken DT40 Tdp1-/-;hTDP1 cells + 20 nM CPT, ATP luminescence, 48 h; Potency, µM (series often up to 46.2 µM), for the others: top-dose activity change, negative = growth inhibition, usual class: inhibitors; 420,000 compounds, 12% hits; also: nearly all actives have a fitted effect of over 55% in size
#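 Cell growth measured by CellTiter-Glo luminescence after a minimum 48 h, 37 C compound exposure with 20 nM CPT in Tdp1-knockout DT40 cells stably expressing hTDP1, seeded 400/well; qHTS titration format.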
# KAT2A inh = GCN5L2 (KAT2A) acetyltransferase inhibition; Q92830; GCN5L2 HAT assay, ThioGlo1 CoA-SH fluorescence; Potency, µM (doses to about 58.9 µM), without a hit: at the top dose activity change, negative = inhibition, most hits filed as inhibitors; 390,000 compounds, 0.21% hits; AID 504327
# Target sequence (Q92830 whole entry, looked up): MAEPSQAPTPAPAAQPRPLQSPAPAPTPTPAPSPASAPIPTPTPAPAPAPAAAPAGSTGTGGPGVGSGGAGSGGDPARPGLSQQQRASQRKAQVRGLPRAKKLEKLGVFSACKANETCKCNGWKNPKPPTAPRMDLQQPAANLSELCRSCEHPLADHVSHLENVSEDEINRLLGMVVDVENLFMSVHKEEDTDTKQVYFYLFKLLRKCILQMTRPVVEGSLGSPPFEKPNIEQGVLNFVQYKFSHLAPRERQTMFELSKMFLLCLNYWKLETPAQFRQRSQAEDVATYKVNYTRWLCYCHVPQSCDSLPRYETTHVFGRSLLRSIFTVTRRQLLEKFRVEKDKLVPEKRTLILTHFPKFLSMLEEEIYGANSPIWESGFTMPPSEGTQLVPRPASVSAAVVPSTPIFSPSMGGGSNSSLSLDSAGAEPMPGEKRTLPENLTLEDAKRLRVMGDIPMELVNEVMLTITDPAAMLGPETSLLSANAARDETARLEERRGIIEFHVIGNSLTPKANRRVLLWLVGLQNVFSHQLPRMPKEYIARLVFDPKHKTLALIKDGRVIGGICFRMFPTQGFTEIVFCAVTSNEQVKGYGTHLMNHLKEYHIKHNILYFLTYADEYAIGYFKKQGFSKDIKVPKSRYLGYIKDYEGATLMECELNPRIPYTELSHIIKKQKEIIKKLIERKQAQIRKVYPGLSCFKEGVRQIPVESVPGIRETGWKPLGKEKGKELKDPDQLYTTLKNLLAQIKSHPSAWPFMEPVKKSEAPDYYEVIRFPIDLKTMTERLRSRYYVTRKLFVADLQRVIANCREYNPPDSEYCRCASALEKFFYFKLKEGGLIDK
#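 Fluorescence readout, Ex340nm/Em540nm: ThioGlo1 (50uM final) reacts with free CoA thiol released as 20nM GCN5L2 acetylates H3(1-25) peptide (75uM) using acetyl-CoA (70uM). Compound and enzyme sat 15 min beforehand; 20 min room-temperature reaction.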
# Numbers without * were called inactive; ? = inconclusive; nt = not tested or not shown; [ ] = remark or other dose. Calls follow the shape of the dose curve; as a rule, active = well fitted curve in the direction sought with a large enough effect; inconclusive = small, poorly fitted or top-dose-only effect, or another doubt; inactive = no such curve, though single readings can be large; an effect the other way counts as inactive or inconclusive. % is scaled to controls: 0 for no effect and ±100 for the full control effect; potency is read from the fitted curve at half-maximal effect.
# Results follow in this order: TDP1 cell noCPT | DT40 TDP1 CPT | KAT2A inh
CCCCn1c(N)c(N(CCOC)C(=O)c2cc3ccccc3cc2OC)c(=O)[nH]c1=O
    -22.5% | 1.8% | -4.4%
O=C(Cc1ccc(NC(=O)N2CCSc3ncccc32)cc1)NCc1cccc(Cl)c1
    20.6µM* | ? | -8.4%
COc1ccc(CCNC(=O)CCn2c(=O)c3ccccc3n(CC(=O)Nc3cccc(C)c3)c2=O)cc1OC
    -4.5% | 1.3% | -12.0%
CCn1c(Cc2ccccc2)nnc1SCC(=O)Nc1ccccc1
    -13.0% | -1.4% | 0.0%
CCOC(=O)N1CCc2c(sc3[nH]c(=S)[nH]c(=S)c23)C1
    -10.9% | 1.1% | 0.9%
O=C(CCCN1C(=O)NC2(CCCC2)C1=O)N1CCN(S(=O)(=O)c2ccccc2)CC1
    7.7% | -2.5% | 0.3%
CCc1cccc(NC(=O)CSc2nncn3c2cc2sccc23)c1
    ? | ? | -0.4%
CCOC(=O)COc1c(OC)cc(Cl)cc1C1Nc2ccccc2C(=O)N1c1ccc(F)cc1 (stereo not given)
    ? | ? | -29.2%
COc1ccc(/C=N/O)cc1COc1ccc(NC(C)=O)cc1
    -11.8% | -8.8% | 2.2%
C/C(CCc1ccco1)=N\NC(=O)CNc1c(Br)cc(Br)cc1Br
    -25.1% | 2.1% | -3.2%
Cc1[nH]c2ccccc2c1SCC(=O)N1CCC(C)CC1
    ? | ? | -3.2%
C[n+]1ccccc1/C=C/c1ccc([N+](=O)[O-])cc1
    25.4% | -24.6% | -0.1%
COc1ccccc1NC(=O)CSc1nnc(C2CCCCC2)n1N
    -17.9% | -6.6% | -0.4%
O=C(Nc1ccn(CCOC(=O)c2ccccc2)c(=O)n1)c1ccccc1
    -29.3% | -7.1% | nt
CCN(CCCNC(=O)CCn1c(=S)[nH]c2cc3c(cc2c1=O)OCO3)c1cccc(C)c1
    0.0% | ? | -2.0%
CCCC(=O)Nc1nc2c(C)c(Cl)ccc2s1
    ? | ? | ?
Cc1ccc(NC(=O)c2sc3ncnc(N(C)C4CCCCC4)c3c2C)c(C)c1
    ? | ? | -4.4%
CCn1cc(-c2cc(C(=O)O)c3ccccc3n2)cn1
    ? | 9.2µM* | -3.7%
O=C(/C=C/c1cccc(Br)c1)N1CCN(c2cccc(C(F)(F)F)c2)CC1
    12.5% | -1.8% | -5.4%
CN1CCN(c2ncnc3ccc(-c4cccc(NS(C)(=O)=O)c4)cc23)CC1
    6.51µM* | 3.66µM* | -15.7%

# Next section:
# Results follow in this order: TDP1 cell noCPT | DT40 TDP1 CPT | KAT2A inh
Cn1ccnc1-c1ccc(-c2nccn2C)cc1
    10.1% | -31.4% | -12.9%
CCC(CC)NC(=O)Nc1ccc(F)c(Cl)c1
    ? | ? | 12.6%
COc1ccc(Nc2oc(/C=C/c3cc(OC)c(OC)c(OC)c3)nc2C#N)cc1
    ? | ? | -13.5%
COc1cc(S(=O)(=O)N2CCN(Cc3ccc4c(c3)OCO4)CC2)c(C)cc1C
    ? | 14.6µM* | -11.1%
CCCOc1ccc(C2C(=O)N(C3CCCCC3)CC(=O)N2C2CC2)cc1OC (stereo not given)
    -13.9% | -28.4% | -5.3%
O=C(Nc1cccc(S(=O)(=O)C(F)F)c1)c1ccc(S(=O)(=O)N2CCCCC2)cc1
    ? | ? | -5.1%
CCC1C(=O)NCCN1Cc1ccc2c(c1)CN(Cc1ccc(OC)cc1OC)CCO2 (stereo not given)
    ? | 15.3%[9.04 µM] | nt
O=C(N/N=C/c1cc(Br)ccc1O)c1ccncc1
    1.64µM* | 4.61µM* | -12.1%
O=C(CN1C(=O)COc2ccccc21)N1CCCC1
    1.3% | -27.9% | -5.1%
O=C(NNC(=S)NC(=O)c1ccccc1[N+](=O)[O-])c1ccccc1[N+](=O)[O-]
    -4.3% | -2.0% | -2.5%
Cc1cccc(NS(=O)(=O)c2ccc3c(c2)CCC(=O)N3)c1
    ? | -1.1% | -18.3%
CC(C)N(C(=O)Cn1cc(SCC(=O)Nc2ccccc2C(F)(F)F)c2ccccc21)C(C)C
    -17.0% | -6.0% | -2.7%
CCOc1ccc2nc(COC(=O)c3cccs3)c(C(=O)c3ccccc3)[n+]([O-])c2c1
    -6.9% | -0.5% | 14.6%
Cc1ccc(NC(=S)N(CCN(C)C)Cc2cccs2)cc1C
    ? | ? | -8.4%
CCCN(Cc1nnc(-c2cccs2)o1)C(=O)CN1C(=O)NC2(CCCCC2)C1=O
    -22.8% | 2.6% | 1.5%
Clc1ccc2nc(-c3ccccc3)cn2c1
    3.1% | -2.8% | -10.3%
CC1CCN(c2c(NCC3CCC(C(=O)NCCC4=CCCCC4)CC3)c(=O)c2=O)CC1 (stereo not given)
    ? | 18.4µM* | -3.3%
COc1ccc(C(=O)C2CCCN(C(=O)COc3ccc(C(C)=O)cc3)C2)cc1F (stereo not given)
    ? | ? | -1.9%
O=C(Nc1ccccc1)Nc1nc(-c2ccc(F)cc2)cs1
    4.11µM* | 4.11µM* | -3.4%
O=C1CCN(CCc2ccccc2)CCN1CCSc1ccc(Br)cc1
    ? | ? | 17.8%

# Ordered by molecular weight (low to high): 3 of the compounds above
# Results follow in this order: TDP1 cell noCPT | DT40 TDP1 CPT | KAT2A inh
CCC(CC)NC(=O)Nc1ccc(F)c(Cl)c1
    ? | ? | 12.6%
CCCN(Cc1nnc(-c2cccs2)o1)C(=O)CN1C(=O)NC2(CCCCC2)C1=O
    -22.8% | 2.6% | 1.5%
CCC1C(=O)NCCN1Cc1ccc2c(c1)CN(Cc1ccc(OC)cc1OC)CCO2 (stereo not given)
    ? | 15.3%[9.04 µM] | nt

# The list goes on.
# Results follow in this order: TDP1 cell noCPT | DT40 TDP1 CPT | KAT2A inh
Cc1ccc(F)cc1NC(=O)CN1CCN(c2ccccn2)CC1
    -21.8% | 4.5% | -3.9%
CCOC(=O)N1CCN(C(=O)CN(c2ccc3c(c2)OCO3)S(C)(=O)=O)CC1
    -7.2% | 4.9% | -0.5%
Cc1cc(C)c(NC(=O)CSc2nc(=O)n(Cc3ccco3)c3c2CCC3)c(C)c1
    ? | ? | 2.2%
CCc1nc2ccc(C(=O)NCc3ccc4c(c3)OCO4)cn2c1N(C)Cc1ccc(OC)cc1
    23.1µM* | 18.4µM* | nt
COc1ccccc1OCC(=O)N1CCCCCC1
    ? | -11.0% | nt
Cc1ccc(NC(=O)CSc2nc3c(c(=O)[nH]2)CCC3)c(C)c1
    18.4% | -11.7% | ?
COc1ccc(C(c2c(C)[nH]n(C(N)=S)c2=O)C(C#N)C#N)cc1 (stereo not given)
    ? | 23.1µM* | 1.6%
CCc1nnc(NC(=O)c2ccc(Br)c(S(=O)(=O)N3CCOCC3)c2)s1
    -29.4% | -9.1% | -0.6%
CCCCn1nnnc1C(CCc1ccccc1)N1CCN(C/C=C/c2ccccc2)CC1 (stereo not given)
    23.1µM* | ? | nt
COc1cc2cc(CN(CCc3ccccc3C)C(=S)NCCCN(C)C)c(=O)[nH]c2cc1OC
    16.4µM* | ? | 28.1%
Cc1nonc1CC(=O)N1CCCC(C(=O)c2cccc(C(F)(F)F)c2)C1 (stereo not given)
    -25.5% | ? | 4.7%
OC(COc1ccccc1)CN1CCN(c2cccc(Cl)c2)CC1 (stereo not given)
    ? | -8.2% | nt
COC(=O)c1c(NC(=O)c2cc(=O)c3c(C)cc(C)cc3o2)sc2c1CCCC2
    2.5% | 6.3% | -6.0%
Cc1cccc(S(=O)Cc2ccc(C(=O)NC3CCCCCC3)o2)c1 (stereo not given)
    ? | 11.6µM* | -7.3%
COc1cccc(C(=O)OCc2ccccc2C#N)c1O
    -22.2% | -17.6% | -3.6%
Cc1ccc(CNC(=O)C2CN(S(C)(=O)=O)c3cc(Cl)ccc3O2)cc1 (stereo not given)
    ? | 1.1% | -20.1%
COc1ccc(/C=C2\SC(=S)N(CCC(=O)NCCCn3ccnc3)C2=O)cc1
    16.4µM* | ? | -7.3%
CCOc1ccc2nnnn2n1
    5.6% | -0.3% | -4.4%
COc1cccc(C(C(=O)NC2CCCC2)N(Cc2ccccc2OC)C(=O)c2ccco2)c1 (stereo not given)
    ? | ? | -1.2%
O=c1c2c3c(sc2ncn1/N=C/c1ccco1)CCCC3
    -13.2% | -1.4% | 2.9%

# Next compounds.
# Results follow in this order: TDP1 cell noCPT | DT40 TDP1 CPT | KAT2A inh
CC1CCN(C(=O)Cn2c(=O)n(CC3CCC(C(=O)NC(C)C)CC3)c(=O)c3sccc32)CC1 (stereo not given)
    -23.1% | -19.0% | -2.2%
COc1ccc(NC(=S)NCC2CCCO2)c(OC)c1 (stereo not given)
    -6.1% | -3.6% | -19.7%
Cc1c([N+](=O)[O-])c(C(=O)Sc2ccc(Br)cc2)nn1C
    ? | 0.2% | -2.6%
O=C(CCC(=O)Nc1ccccc1Cl)NNC(=O)Nc1cccc([N+](=O)[O-])c1
    -8.5% | -6.4% | -2.6%
Cc1cccc2c(C(=O)N3CCCCC3)cc(-c3ccccc3)nc12
    ? | ? | -22.2%
CC(N)c1csc(NC(=O)Nc2cccc(C(F)(F)F)c2)n1 (stereo not given)
    ? | ? | nt
CN(C(=O)c1cccc(C#N)c1)c1nnc(-c2ccccn2)s1
    6.8% | -22.7% | -1.7%
COc1ccc(/C=N/N(C)C2=NCCN2)c(OC)c1OC
    -1.5% | 0.3% | -12.7%
CCN(CC(=O)Nc1c(F)cccc1F)C(=O)c1nn(C)c(=O)c2ccccc12
    -17.8% | -20.9% | 1.1%
CCOCCCN(C)C1CCN(C(=O)c2oc3ccccc3c2NC(=O)Cc2cccc([N+](=O)[O-])c2)CC1
    -13.7% | -22.5% | -6.3%
COc1ccc(NC(=O)c2ccc(-c3ccc(OC)cc3)s2)cc1
    -6.9% | -13.4% | 2.1%
O=S(=O)(Nc1ccccn1)c1cc(Cl)ccc1Cl
    16.7% | 1.4% | -2.0%
Cc1cc(NS(=O)(=O)c2ccc3oc(=O)c4ncn(C)c4c3c2)ccc1Br
    -13.0% | ? | -2.5%
COc1cc(NC(=O)C/C(C)=N/NC(=O)c2cccs2)c(OC)cc1Cl
    -19.6% | 1.5% | -0.9%
Cc1cn2c(=O)cc(COC(=O)c3cccc(NC(=O)COc4ccccc4C)c3)nc2s1
    ? | ? | -0.6%
Fc1ccc(-c2nnc(Cc3nnc(-c4ccc(F)cc4)o3)o2)cc1
    -29.2% | -23.6% | -1.7%
CC(=O)Nc1cc(O)cc(O)c1
    -5.8% | 1.4% | 3.6%
COc1ccccc1NC(=O)Cc1nn(C)c(=O)c2ccccc12
    8.2µM* | 16.4µM* | -14.4%
O=C1c2ccccc2C(c2nnnn2Cc2ccccc2)N1Cc1ccc2c(c1)OCO2 (stereo not given)
    -27.6% | -29.1% | nt
c1ccc2cc(OCCN3CCCC3)ccc2c1
    -9.3% | -22.2% | 0.9%

# Continuation.
# Results follow in this order: TDP1 cell noCPT | DT40 TDP1 CPT | KAT2A inh
Oc1ccc(/C=N/Nc2ncc(Br)cn2)c(O)c1
    7.31µM* | 7.31µM* | -5.7%
O=C(C1CCCCC1)N1CCOc2ccc(CN3CCN(Cc4ccccn4)CC3)cc2C1
    -8.6% | 0.1%[9.04 µM] | nt
C[C@@H]1C[C@H](Nc2ccccc2)c2ccccc2N1C(=O)c1cccnc1
    4.61µM* | 7.31µM* | -18.6%
C=CCNC(=O)N[C@@H](Cc1ccccc1)C(=O)OC
    -3.1% | 1.7% | -17.0%
O=C1CN(C(=O)COc2ncnc3ccccc23)c2ccccc2N1
    -0.8% | -12.6% | -6.5%
O=C(NCc1ccc(F)cc1)C1CCCN(S(=O)(=O)c2cccnc2)C1 (stereo not given)
    -10.0% | -18.7% | -3.7%
O=C1c2cccc3cccc(c23)C(=O)N1CCCN(C(=O)c1cccs1)c1cccc(F)c1
    16.4µM* | ? | 0.9%
COc1ccc(Cl)cc1NS(=O)(=O)c1cccc(C(=O)NCC2CCCO2)c1 (stereo not given)
    -28.0% | -18.3% | 1.7%
CCN(Cc1ccncc1)Cc1ccc(OC)cc1OC
    ? | -5.8% | -9.4%
Cc1ccc2c(c1)NCCO2
    3.7% | -16.4% | 0.7%
COc1ccc(C(=O)NC(=S)N2CCOCC2)cc1OC
    -4.8% | -0.6% | 1.9%
COc1ccc(NC(=O)CN(C)C(=O)c2cccc3ccccc23)cc1
    -12.5% | -16.5% | 1.6%

# An excerpt from above with just DT40 TDP1 CPT:
Molecule	DT40 TDP1 CPT
Oc1ccc(/C=N/Nc2ncc(Br)cn2)c(O)c1	7.31µM*
O=C1c2cccc3cccc(c23)C(=O)N1CCCN(C(=O)c1cccs1)c1cccc(F)c1	?
C=CCNC(=O)N[C@@H](Cc1ccccc1)C(=O)OC	1.7%
O=C(NCc1ccc(F)cc1)C1CCCN(S(=O)(=O)c2cccnc2)C1 (stereo not given)	-18.7%
COc1ccc(Cl)cc1NS(=O)(=O)c1cccc(C(=O)NCC2CCCO2)c1 (stereo not given)	-18.3%

# High-throughput results deposited in PubChem by National Center for Advancing Translational Sciences (NCATS).
